Rtt109 Vps75: blocks Candida albicans Rtt109/Vps75 acetyltransferase activity; Q5AAJ8; purified Rtt109/Vps75, ThioGlo CoA-SH fluorescence, 4 h; inhibition, % at 34.9 µM; actives 0.16% (n = 330,000); AID 540336;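 active means inhibition of at least 50% in every replicate; inconclusive means best replicate reaches 50% inhibition but some replicates fall short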
SR-BI DiI-HDL act: SR-BI HDL lipid transfer activation | CHO ldlA[mSR-BI] cells, DiI-HDL uptake fluorescence, 3 h; 100 = double the neutral-control signal | activation, % at 12.5 µM | actives 0.096% (n = 320,000) | AID 504775;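 active means mean replicate activation of at least 60% and every replicate at or above 60%; inconclusive means mean or all-replicate condition met, but not both; inactive means mean below 60% and not all replicates reaching 60%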;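 further: 0% = median plate neutral-control signal and 100% = twice that signal; values of inactives mirror those of a sister screen read the other way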
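Material: SR-BI-overexpressing, LDLR-lacking CHO cells | Dosing: Single compound concentration, delivered by pin transfer | Probe or stimulus: Labelled HDL, 10 µg/mL | Signal: Bottom-read cell fluorescence after medium removal, ex 550/em 595 nm | Schedule: 3 h, 37 °C | Evaluation: HDL uptake via cellular fluorescence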
RTF Ca sens act: increases calcium sensitivity of human cardiac regulated thin filaments; activation, % at 7.2 µM; P19429+P45379; actives 0.24% (n = 340,000); IANBD-labeled TnC RTF fluorescence at EC20 calcium; 0% EC20 calcium, 100% full calcium;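 active means activation above the mean over all tested compounds plus 3 SD, cut at about 30% in these data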;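 further: rise in fluorescence read as greater calcium sensitivity of cardiac thin filaments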
Wnt act: Wnt/beta-catenin pathway activation; Wnt/beta-catenin reporter cell assay, activator, plate reader; activation, % at 9.35 µM; actives 1.2% (n = 300,000); AID 743398; in the data active means activation above about 30%, passing the limit was not always enough; inconclusive means no clear call, values can overlap the other calls;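 further: 0% = neutral control wells and 100% = positive control wells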
dFosB act: enhances mouse delta FosB homodimer DNA binding; P13346; purified delta FosB, TAMRA-CDK5 oligo fluorescence polarization; percent of positive-control signal above neutral wells; activation, % at 25 µM; actives 0.99% (n = 340,000);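 active means mean activation above about 17%, with every replicate also reaching it, limit read from the data, passing the limit was not always enough; inconclusive means only one of the two conditions met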;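 further: fluorescence polarization rise as delta FosB binds a TAMRA Cdk5 AP-1 oligo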
Target sequence (P13346 whole entry, looked up): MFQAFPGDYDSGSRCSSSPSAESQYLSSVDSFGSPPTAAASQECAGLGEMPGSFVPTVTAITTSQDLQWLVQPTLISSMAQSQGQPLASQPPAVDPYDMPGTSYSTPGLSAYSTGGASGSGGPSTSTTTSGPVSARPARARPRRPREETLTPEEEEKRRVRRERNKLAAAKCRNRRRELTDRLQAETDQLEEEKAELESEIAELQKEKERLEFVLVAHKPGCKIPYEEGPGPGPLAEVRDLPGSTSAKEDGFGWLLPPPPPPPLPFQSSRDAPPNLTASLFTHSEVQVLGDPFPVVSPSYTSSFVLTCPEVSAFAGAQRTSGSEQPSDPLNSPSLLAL
CDK5 p35 inh: blocks human CDK5/p35 kinase activity | Recombinant CDK5/p35, ADP-Glo luminescence, 60 min | inhibition, % at 10 µM | actives 0.01% (n = 330,000) | AID 488839;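 active means highest replicate inhibition of at least 50% and at least 75% of replicates reaching 50%; inconclusive means only one of the two criteria met; inactive means both criteria failed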;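 further: plate controls were DMSO neutral control for no effect and GW8510 at 10 µM for full effect; many of its hits are not listed in these tables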
Target sequence (Q00535 whole entry, looked up): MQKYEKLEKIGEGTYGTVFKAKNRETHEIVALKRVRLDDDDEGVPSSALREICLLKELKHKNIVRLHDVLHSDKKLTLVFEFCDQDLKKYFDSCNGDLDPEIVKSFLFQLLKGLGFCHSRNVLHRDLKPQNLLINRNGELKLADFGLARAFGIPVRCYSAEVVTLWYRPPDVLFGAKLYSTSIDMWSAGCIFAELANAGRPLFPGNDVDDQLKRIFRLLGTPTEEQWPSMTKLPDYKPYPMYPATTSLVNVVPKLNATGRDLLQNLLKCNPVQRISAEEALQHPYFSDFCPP
Target sequence (Q15078 whole entry, looked up): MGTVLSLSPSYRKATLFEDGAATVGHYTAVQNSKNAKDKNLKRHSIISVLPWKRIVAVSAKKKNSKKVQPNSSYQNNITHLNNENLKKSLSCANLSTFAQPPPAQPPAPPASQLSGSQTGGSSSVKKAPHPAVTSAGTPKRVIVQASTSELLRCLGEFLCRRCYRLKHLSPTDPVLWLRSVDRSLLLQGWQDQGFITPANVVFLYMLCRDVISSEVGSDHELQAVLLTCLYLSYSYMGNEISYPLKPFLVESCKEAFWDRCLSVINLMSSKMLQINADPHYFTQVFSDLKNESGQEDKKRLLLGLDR
MITF act: activators of MITF-driven TRPM1 promoter activity in SK-MEL-5 cells; SK-MEL-5 TRPM1-promoter luciferase, 24 h; % of positive control, neutral wells = 0; activation, % at 12.5 µM; actives 0.75% (n = 300,000);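 active means mean activation of at least 80% with every replicate also reaching 80%; inconclusive means mean reaches 80% but some replicate falls short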;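 further: 0% = neutral control wells and 100% = parthenolide positive control wells; values of inactives mirror those of a sister screen read the other way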
HTR5A ag: HTR5A agonism, opioid heterodimer counter-screen | P47898 | HTR5A agonist assay, luminescence, cell-based | activation, % at 9.3 µM | actives 0.61% (n = 340,000) | AID 504692; in the data active means activation mostly above about 9.5%, no sharp cut-off; inactive means mostly below about 7.6%;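 further: 0% = cells with vehicle only and 100% = reference agonist; strong numbers were not always called active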
PvdQ inh: blocks Pseudomonas aeruginosa PvdQ acylase activity; purified PvdQ acylase, fluorescence plate reader; inhibition, % at 10 µM; actives 0.063% (n = 340,000); AID 488965; in the data active means inhibition above about 30%, passing the limit was not always enough; inconclusive means no clear call, values can overlap the other calls;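 further: 0% = vehicle neutral wells and 100% = reference inhibitor wells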
SR-BI DiI inh: blocks mouse SR-BI lipid uptake from DiI-HDL | Q61009 | inhibition, % at 12.5 µM | AID 488896 | ldlA[mSR-BI] CHO cells, DiI-HDL uptake fluorescence, 3 h | actives 0.96% (n = 320,000);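 active means mean replicate inhibition of at least 70% and a set share of replicates each scoring 70 or more; inconclusive means meets just one of the two criteria; inactive means fails both criteria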;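 further: 0% = median of neutral control wells and 100% = median of positive control wells; values of inactives mirror those of a sister screen read the other way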
An asterisk follows results filed as active; u = inconclusive; x = not tested or not shown.

SMILES	Rtt109 Vps75	SR-BI DiI-HDL act	RTF Ca sens act	Wnt act	dFosB act	CDK5 p35 inh	MITF act	HTR5A ag	PvdQ inh	SR-BI DiI inh
COC1=C(OC)c2ccccc2C(C(=O)O)N/C1=C(/C)Nc1ccncc1 (configuration not stated)	17	2	-5	x	-4	-0.8	2	-1	6	-2
COc1cc(C(=O)NCc2ccc3c(c2)cc(C)n3C)cc(OC)c1OC	1	-36	9	0	-22	-2.0	-3	3	-14	36
CCN1C(=O)[C@@H]2[C@@H](c3ccc(-c4ccc(C(C)=O)cc4)c(OC)c3)N3CCCC[C@@]3(C(=O)OC)[C@@H]2C1=O	-5	-31	12	-3	-1	1.3	0	-1	-12	31
CC(=O)N(C)c1ccc(NS(=O)(=O)Cc2ccccc2)cc1	-25	-1	-3	x	1	1.2	-21	-2	-11	1
CS(=O)(=O)c1cccc(C(=O)OCC(=O)c2ccc3c(c2)OCCO3)c1	-22	17	-6	21	-7	2.0	14	-2	-8	-17
Cn1c(=O)c2c(nc(SCc3ccc(C(=O)O)cc3)n2C)n(C)c1=O	-9	5	1	2	2	0.0	-8	2	6	-5
CCOc1ccc(NC(=S)N2CCN(S(=O)(=O)c3ccc(C)cc3)CC2)cc1	4	x	3	1	-2	0.3	0	-8	-7	-2
COc1ccc(/C(N)=N/OC(=O)Cc2ccccc2OC)cc1	-12	-14	3	13	-3	1.3	38	0	-8	14
O=c1cc(-c2ccccc2Cl)oc2c(NS(=O)(=O)c3cccs3)ccc(O)c12	3	-9	6	-1	-3	-0.5	-5	0	-9	9
CC(C)(C)c1ccc(OC(=O)CN2C(=O)C3C4CCC(C4)C3C2=O)cc1 (configuration not stated)	-3	13	12	-2	-12	0.3	1	3	-6	-13
CCC(C)N1CCNCC1 (configuration not stated)	-1	24	0	x	5	0.1	2	4	-11	-24
Cn1c(=O)n(C)c2cc(/C=C3/NC(=O)N(Cc4ccccc4)C3=O)ccc21	-14	2	6	x	-13	-0.9	-5	-2	-4	-2

Looked up one by one from the entries so far:
SMILES	Rtt109 Vps75	SR-BI DiI-HDL act	RTF Ca sens act	Wnt act	dFosB act	CDK5 p35 inh	MITF act	HTR5A ag	PvdQ inh	SR-BI DiI inh
COc1cc(C(=O)NCc2ccc3c(c2)cc(C)n3C)cc(OC)c1OC	1	-36	9	0	-22	-2.0	-3	3	-14	36
COC1=C(OC)c2ccccc2C(C(=O)O)N/C1=C(/C)Nc1ccncc1 (configuration not stated)	17	2	-5	x	-4	-0.8	2	-1	6	-2
Cn1c(=O)c2c(nc(SCc3ccc(C(=O)O)cc3)n2C)n(C)c1=O	-9	5	1	2	2	0.0	-8	2	6	-5

The list goes on:
SMILES	Rtt109 Vps75	SR-BI DiI-HDL act	RTF Ca sens act	Wnt act	dFosB act	CDK5 p35 inh	MITF act	HTR5A ag	PvdQ inh	SR-BI DiI inh
Cc1c(NC(=O)/C(C#N)=C/c2ccc(-c3ccc(Cl)cc3)o2)c(=O)n(-c2ccccc2)n1C	1	-51	-6	-5	-8	-1.2	2	4	-2	51
CCOc1cc(-c2cc(-c3ccc(C)o3)nc(N)c2C#N)ccc1O	-9	-29	-6	-6	-1	-0.1	-3	0	-7	29
O=C(N/N=C/c1ccc(OC(=O)c2cccs2)cc1)c1ccccn1	1	8	3	28	2	-3.4	99*	3	-11	-8
CCc1cc(-c2n[nH]c(C)c2-c2ccccc2Cl)c(O)cc1OC	1	-8	1	0	-3	0.3	4	2	-5	8
O=C(Cn1[nH]c(=O)c2ccccc2c1=O)Nc1cccc(-c2nnc3n2CCCCC3)c1	0	-42	12	-14	u	-10	x	2	-15	42
CNc1nc(Cl)c(SC)c(NC2CCCCC2)n1	x	-5	-4	x	-15	1.3	-2	1	0	5
CCCC(=O)NCc1nc2ccccc2n1CC(=O)c1ccccc1	-3	9	-3	0	0	-1.2	-1	3	19	-9
CCOC(=O)c1ccccc1NC(=O)CSc1nc(N)cc(N)n1	3	-3	-5	x	-1	-2.1	6	6	-10	3
COc1ccc(C(=O)CSc2nnc(CNc3ccc(F)cc3)o2)cc1	-4	-12	0	-2	-11	1.3	-6	3	8	12
Cc1ccc(-n2nc3c(c2NC(=O)c2ccc4c(c2)OCO4)CSC3)c(C)c1	-1	-35	-2	x	3	-1.7	7	6	-11	35
C=CCn1c(Cc2ccccc2)n[nH]c1=S	-10	13	10	0	0	0.8	2	-3	-13	-13
COc1ccc(Cl)cc1C(=O)NNC(=O)CNC(=O)c1ccco1	-2	11	6	0	-2	0.5	3	6	-15	-11
Cc1ccccc1CN1C(=O)[C@H]2Cc3c([nH]c4ccccc34)C(C)(C)N2C1=O	3	-64	3	2	-8	1.7	2	4	-17	64
COc1ccc(NC(=O)C2(S(=O)(=O)c3ccc(C)cc3)CC2)cc1OC	-3	16	-6	1	6	-0.4	5	1	2	-16
Cc1ccc(S(=O)(=O)CC(=O)Nc2nc(C(C)(C)C)cs2)cc1	6	-7	-3	-3	-10	-0.5	2	11	-9	7
CCOC(=O)C1CCCN(CC(=O)Nc2ccc(C(=O)Nc3ccccc3OC)cc2)C1 (configuration not stated)	5	-43	-3	-13	1	1.2	-7	3	13	44
COc1ccc(/C=N/NC(=O)c2[nH]c(C)c(C(=O)N/N=C/c3ccc(OC)cc3)c2C)cc1	-11	-17	7	-2	11	0.7	2	0	-7	17
COc1ccc(CCNC(=O)c2ccc(Cl)cc2)cc1	-6	-9	11	-2	-6	-3.2	2	-1	-7	9
Cc1ccccc1-c1ccc(C(=O)NCc2ccccc2)o1	10	10	-7	7	0	1.2	11	4	9	-10
CC(C)CN(C(=O)CN1CCOCC1)c1c(N)n(CC(C)C)c(=O)[nH]c1=O	5	21	-2	1	-1	-0.5	10	2	2	-21
COC(=O)c1ccc(NC(=O)c2cccc(C)c2)cc1	-1	-6	0	3	4	0.5	37	-2	-2	6
CCCS(=O)(=O)c1nc(S(=O)(=O)c2ccc(C)cc2)c(N2CCc3ccccc3C2)s1	-10	-11	-2	-6	-9	1.6	2	-4	-12	11
Cc1n[nH]c(C)c1S(=O)(=O)N1CCCC(C(=O)NCc2ccc(F)cc2)C1 (configuration not stated)	-5	12	4	0	-4	-1.0	13	6	-9	-12
CCOC(=O)c1csc(NC(=O)Nc2cccc(Cl)c2)n1	-22	-16	-5	1	-1	0.8	2	-2	0	16
CCC(Sc1nncn1C)C(=O)Nc1cc(C)on1 (configuration not stated)	4	6	-1	-1	1	0.4	-5	5	-21	-6
O=C(Nc1ccc(F)cc1F)c1c(C(F)(F)F)ccnc1Oc1ccc(Cl)cc1	-5	-46	3	-1	-1	0.8	x	1	-16	46
O=c1oc(-c2ccc(Br)cc2)nc2ccccc12	1	19	-5	8	-11	-0.7	5	6	3	-19
Cn1c(COc2ccccc2)nnc1SCCSc1nnc(COc2ccccc2)n1C	10	-30	-2	0	0	0.1	-17	4	-10	30
Cc1ccc(NC(=O)c2ccccc2OCC(=O)c2ccccc2)cc1	1	-78	0	x	-5	0.3	x	-2	-10	78*
COc1ccc(C(CC(=O)N2CCCCC2)c2c(OC)cc(OC)c3c(-c4ccccc4)cc(=O)oc23)cc1 (configuration not stated)	-1	17	-5	-5	-26	0.3	-7	3	-12	-17
CC(C)(C)OC(=O)NCc1ccc(CNC(=O)c2nc[nH]c2C(=O)NCc2ccccc2)cc1	3	-9	-4	2	5	0.1	10	0	9	9
O=C(Nc1ccc(NC(=O)C2CCCN2C(=O)OCc2ccccc2)cc1)c1ccco1 (configuration not stated)	-4	-18	-3	-1	8	0.4	12	0	5	18
Nc1ccc2ncccc2c1	-1	-4	4	5	-4	0.3	0	-2	-1	4
COc1ccc(O)c(-c2cc(-c3ccccc3[N+](=O)[O-])[nH]n2)c1	5	9	8	x	-10	-0.5	26	4	-1	-9
CCOc1ccc(CN(C)C(=O)CN2C(=O)NC(c3ccccc3)(c3ccccc3)C2=O)cc1	-2	0	3	9	-24	0.6	2	-2	-14	0
CN(c1ccc(OCC(=O)Nc2nc(-c3ccccc3)cs2)cc1)S(=O)(=O)c1ccc(F)cc1	7	-43	-3	-9	13	0.9	8	3	3	43
O=C(CN(Cc1ccccc1)S(=O)(=O)c1ccc2c(c1)OCCO2)N/N=C/c1cccc(Br)c1	-4	-13	-3	-2	5	-0.5	-6	-4	2	13
CCCCOc1cccc(C(=O)NC(=S)Nc2cccnc2)c1	0	4	2	1	-3	-0.1	15	-3	-6	-4
CC(Oc1cc2oc(=O)c3c(c2cc1Cl)CCCC3)C(=O)NCc1ccncc1 (configuration not stated)	2	-1	1	-5	-2	x	6	3	-11	1
CCCN1Cc2cccc(C(=O)Nc3ccc(C)cc3)c2C1=O	-8	-48	10	-1	-12	-0.2	x	-3	-12	48
CN1CCN(/N=C/c2ccc(N(C)c3ccccc3)cc2)CC1	-24	4	6	-1	-13	-0.2	-1	-5	-6	-4
Cc1nonc1NC(=O)CSc1nnnn1-c1ccccc1	6	1	-5	-1	-6	-0.5	7	-2	19	-1
CN(C)c1ccc(P(=O)(OC2CCCCC2)C(O)c2cccnc2)cc1 (configuration not stated)	-6	x	0	-4	-1	-2.1	x	-4	-20	x
O=C(O)c1ccc(S(=O)(=O)N2CCCc3ccccc32)cc1	-2	-16	2	-1	6	-0.1	-14	-3	-10	16
CCOc1cc(-c2noc(-c3ccncc3)n2)cc(Br)c1OC	-7	x	4	2	-4	-1.5	x	-5	-16	x
CCN(C(=S)NCc1ccccc1)c1ccccc1	1	-13	-6	-1	-4	1.6	-1	3	-10	13
CC1=NNC(=O)C1Oc1ccccc1 (configuration not stated)	-2	10	1	-3	2	1.0	x	2	-4	-10
Cc1ccc(NC(=O)Cc2nc(CCl)cs2)cc1	-6	-3	2	x	-6	-2.9	7	0	5	3
O=C(CN1CCCC1c1cccs1)Nc1cc(S(=O)(=O)N2CCCC2)ccc1Cl (configuration not stated)	-3	-64	0	-4	-14	-3.5	8	-1	-26	64
COC(=O)[C@H](CC(C)C)NC(=O)Nc1ccc(F)cc1	1	32	-5	2	-2	-2.1	-1	5	-10	-32
O=C(Cn1ncc2c(=O)oc3ccccc3c21)N1CCC(N2CCCCC2)CC1	-10	21	0	16	-2	-0.3	x	-1	-15	-21
CN1C2C=C3C(C#N)=C(N)C(C#N)(C#N)[C@@H](c4ccc(Cl)cc4)[C@@H]3C1CC2 (some centres not stated)	-6	8	2	-2	-5	3.4	x	2	-11	-8
COc1ccc(CNc2ccc3c(c2)nc(C)n3C)cc1OC	1	12	-10	5	2	0.3	24	3	1	-12
CCn1nc(NS(=O)(=O)c2cccc3nonc23)c2cc3ccc(C)cc3nc21	7	12	-1	x	-2	-0.6	-6	-3	8	-12
Cc1nc2ccccc2nc1OCc1cccc([N+](=O)[O-])c1	-7	11	1	0	6	-2.3	5	-5	-4	-11
